Source: PubChem BioAssay (National Center for Advancing Translational Sciences (NCATS))
TCR activator: Activators of T cell receptors: qHTS campaign. primary human leukocytes, anti-CD3, IL-2 HTRF, 48 h. Potency, µM (doses to about 9.22 µM), without a hit: top-dose activation of IL-2 secretion, actives largely listed as activators. 330,000 tested, under 10 active; note: % of control where 0% means no effect
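48 hr co-incubation of compounds, a-CD3 beads and primary human leukocytes; IL-2 quantified homogeneously by HTRF with anti-IL-2 K and d2 conjugates.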
AT treatment: qHTS Assay for Identifying a Potential Treatment of Ataxia-Telangiectasia; AID 485349, 2010; Potency, µM (top dose mostly 57.5 µM), without a hit: at the top dose activation, hits mostly activators; actives 0.19% (n = 320,000); […] A-T fibroblasts, KAP-1 phosphorylation AlphaLISA; neocarzinostatin DNA damage 30 min before lysis; note: potency is the fitted concentration of half-maximal effect; % of control where 0% means no effect; nearly all actives have a fitted effect of over 45% in size
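ATM-like activity read as KAP-1 phosphorylation via AlphaLISA donor/acceptor antibody pairs after lysis and 6 hr at 25C. Cells were ATM-null patient fibroblasts ([…], hTERT), dosed 60 min, then exposed to the DSB inducer NCS for 30 min.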
ELG1 repair inh: qHTS screen for small molecules that inhibit ELG1-dependent DNA repair in human embryonic kidney (HEK293T) cells expressing luciferase-tagged ELG1 | actives 2.3% (n = 330,000) | Potency, µM (titrated, usually from 46.1 µM), inactives show at the top dose activity change, negative = inhibition, most hits filed as inhibitors | HEK293T ELG1-luciferase reporter, luminescence, 16 h; DNA damage induced by 5-fluorouridine; note: potency is the fitted concentration of half-maximal effect; % is set by controls: 0 for no effect and ±100 for the full control effect; nearly all actives have a fitted effect of over 55% in size
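HEK293T cells expressing luciferase-tagged ELG1 (2,000/well) received 5-Fluorouridine plus compound or DMSO for 16 hr at 37 °C. Luciferase was read by ONE-Glo luminescence after 30 min at room temperature.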
B2AR arrestin: qHTS assay of beta-arrestin-biased ligands of beta2-adrenergic receptor | actives 0.02% (n = 330,000) | beta-arrestin recruitment to beta2AR, cell-based reporter | Potency, µM (series often up to 46.1 µM), inactives show at the highest dose activation, usual class: activators | AID 492947, 2010;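 note: potency is the fitted concentration of half-maximal effect; 0% = DMSO controls and full agonism = EC100 isoproterenol or metaproterenol; nearly all actives have a fitted effect of over 65% in size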
MLL CXXC-DNA inh: qHTS Fluorescence Polarization Assay for Inhibitors of MLL CXXC domain - DNA interaction | actives 0.037% (n = 290,000) | MLL-CXXC / FITC-HOXA9 DNA fluorescence polarization | Potency, µM (doses to about 115 µM), for inactives: at the top dose activity change, negative = inhibition, hits mostly inhibitors; active = well fitted inhibition curve with a large enough effect in the polarisation, with a control signal flat, not every such curve was filed as active; inconclusive = small, poorly fitted or top-dose-only effect, or effect the other way, or a change in a side signal; inactive = no such curve, though single readings can be large or run the other way; the % refers to the polarisation; note: potency is the fitted concentration of half-maximal effect
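Fluorescence polarization: 7 uM MLL-CXXC (stock) preincubated 5 min with compounds, then 50 nM fluorescein-HOX-A9 DNA (stock) added; 30 min ambient. Buffer 50 mM Tris-HCl pH 7.5, 50 mM NaCl, 1 mM DTT, 0.05% BSA.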
Integrin act MD: qHTS for Activators of Integrin-Mediated Alleviation for Muscular Dystrophy | alpha7betagal myoblasts, beta-gal FDG fluorescence, 48 h | Potency, µM (top dose mostly 38.3 µM), for inactives: at the top dose activation, usual class: activators | actives 0.064% (n = 350,000);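 note: potency is the fitted concentration of half-maximal effect; 100% = response of the positive control SU9516; nearly all actives have a fitted effect of over 60% in size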
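Alpha7betagal+/- myoblasts (passage 13) were plated 16-24 hr, then exposed to compounds (1:260 dilution of DMSO stock) for 48 hours at 37C. After MPER lysis, β-galactosidase reporter activity was read as FDG fluorescence (ex 480/em 540) after 30 minutes.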
p53 reactivation: qHTS assay for re-activators of p53 using a Luc reporter. actives 0.063% (n = 320,000). H1299 p53-A138V BP100-luciferase reporter, luminescence, 24 h. Potency, µM (doses to about 92.2 µM), without a hit: top-dose activity change, positive = activation, hits mostly activators. AID 504706, 2011; note: potency is the fitted concentration of half-maximal effect; % of control where 0% means no effect; nearly all actives have a fitted effect of over 45% in size
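p53-null H1299 cells stably carrying temperature-sensitive p53-A138V and a BP100-luciferase reporter were pinned with compounds (4-point, 1:5 series) and held 24 hrs at 37 deg C. Luminescence was read 10 min after detection reagent.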
PTAP TSG101 blk: qHTS Assay for Iinhibitors of HIV-1 Budding by Blocking the Interaction of PTAP/TSG101. Fluorescence polarization, FITC-PTAP peptide / Tsg101 binding. Tumor susceptibility gene 101 protein (Homo sapiens), Q99816. AID 493005, 2010. Potency, µM (doses to about 115 µM), for the others: at the highest dose activity change, negative = inhibition, usual class: inhibitors. 340,000 tested, under 10 active; active = well fitted inhibition curve with a large enough effect in the main read-out, with a control signal flat, not every such curve was filed as active; inconclusive = small, poorly fitted or top-dose-only effect, or effect the other way, or a change in a side signal; inactive = no such curve, though single readings can be large or run the other way; note: potency is the fitted concentration of half-maximal effect; % of control where 0% means no effect
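Steps: Tsg101 binding domain dispensed (10 uM final), compounds pinned in DMSO, FITC-labeled PTAP-motif peptide added (50 nM final); after 20 min binding at room temperature, polarization measured.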
TRPV1 ag: HTS Assay for Compounds that Act as Agonists of the Vanilloid Receptor 1; TRPV1-expressing cells, Fluo-8 calcium influx, agonist mode; AID 540275, 2011; actives 0.19% (n = 320,000); activation, % at 8.33 µM; in the data active = activation above about 80%; inconclusive = between about 30% and that limit; note: 0% is about no effect
Target sequence (Q8NER1 whole entry, looked up): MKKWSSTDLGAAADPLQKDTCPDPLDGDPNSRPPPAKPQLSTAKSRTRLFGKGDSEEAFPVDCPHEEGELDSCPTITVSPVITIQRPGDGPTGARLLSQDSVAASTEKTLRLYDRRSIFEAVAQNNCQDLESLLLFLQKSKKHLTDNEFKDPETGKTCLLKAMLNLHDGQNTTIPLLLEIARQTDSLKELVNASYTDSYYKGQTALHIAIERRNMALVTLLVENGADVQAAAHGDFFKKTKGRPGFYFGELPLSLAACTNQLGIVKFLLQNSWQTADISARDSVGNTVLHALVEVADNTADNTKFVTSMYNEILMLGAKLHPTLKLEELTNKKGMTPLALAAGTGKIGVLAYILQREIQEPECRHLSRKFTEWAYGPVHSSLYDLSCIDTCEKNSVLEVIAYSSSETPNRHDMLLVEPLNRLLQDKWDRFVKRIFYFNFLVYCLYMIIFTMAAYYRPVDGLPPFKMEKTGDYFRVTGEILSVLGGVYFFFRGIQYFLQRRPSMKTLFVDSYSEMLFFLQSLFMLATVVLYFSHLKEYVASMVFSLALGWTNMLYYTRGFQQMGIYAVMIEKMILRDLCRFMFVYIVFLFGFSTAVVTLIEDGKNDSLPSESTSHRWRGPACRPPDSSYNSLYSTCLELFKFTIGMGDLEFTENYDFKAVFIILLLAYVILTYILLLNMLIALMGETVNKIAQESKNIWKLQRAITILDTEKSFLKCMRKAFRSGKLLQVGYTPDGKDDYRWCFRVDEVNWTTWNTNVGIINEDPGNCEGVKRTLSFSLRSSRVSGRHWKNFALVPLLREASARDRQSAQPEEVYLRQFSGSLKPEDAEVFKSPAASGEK
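Cells expressing TRPV1 were dye-loaded with Fluo-8 and read kinetically: 10 s baseline, 3 min after compound (agonist portion), then 2 min after EC20 capsaicin (allosteric enhancer portion). Calcium-bound dye fluorescence at 480/520 nm.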
BRCA1 expr up: qHTS Assay to Identify Small Molecule Activators of BRCA1 Expression; MCF7-BRCA1-FFLuc reporter, luminescence, 48 h; response scale: scaled: vehicle 0%, 10 µM genistein 100%; Potency, µM (top dose mostly 46.1 µM), for the others: top-dose activation, most hits filed as activators; actives 1.1% (n = 380,000); AID 624202, 2012; note: potency is the fitted concentration of half-maximal effect; nearly all actives have a fitted effect of over 80% in size; some results filed as inactive show a strong effect at the top dose
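Luminescence from a BRCA1-driven firefly luciferase in MCF7 cells was the read-out, taken 15 min after substrate addition following 48 h compound exposure at 37 °C. Data were normalized to a 10 microM genistein control and DMSO vehicle.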
* marks the source's active call; other numbers are inactive results; [ ] = remark or other dose. Unless noted, calls come from the whole dose curve; as a rule, active = well fitted curve in the direction sought with a large enough effect; inconclusive = small, poorly fitted or top-dose-only effect, or another doubt; inactive = no such curve, though single readings can be large; an effect the other way counts as inactive or inconclusive. Not a hit list; about 3.8% have a hit in one of these screens.

What do the screens show for `CCC(C#CCN1CCOCC1)(CC)OCCC#N`?
TCR activator: -1%; AT treatment: 5%; ELG1 repair inh: -1%; B2AR arrestin: -0.1%; MLL CXXC-DNA inh: 9%; Integrin act MD: 25%; p53 reactivation: -2%; PTAP TSG101 blk: -8%; TRPV1 ag: 0; BRCA1 expr up: -20%

How did CCN(CC)C(=O)c1cc(C(C)(C)C)c(O)c(C(C)(C)C)c1 do in these assays?
TCR activator: -3%[46.1 µM]; AT treatment: 7%; ELG1 repair inh: 2%; B2AR arrestin: -0.8%; MLL CXXC-DNA inh: 14%; Integrin act MD: 1%; p53 reactivation: -8%; PTAP TSG101 blk: 1%; TRPV1 ag: inconclusive; BRCA1 expr up: 2%

Results for C[C@H]1CC[C@]2(O[C@H](CCO)C[C@@H](O)[C@@H]2O)O1 ?
TCR activator: 2%; AT treatment: -9%; ELG1 repair inh: 4%; B2AR arrestin: -1.1%; MLL CXXC-DNA inh: -13%; Integrin act MD: 7%; p53 reactivation: 5%; PTAP TSG101 blk: -5%; TRPV1 ag: 1; BRCA1 expr up: 13%

Results for CCOCCCNC(=O)Cn1nc(-c2ccccc2)ccc1=O ?
TCR activator: -6%; AT treatment: -18%; ELG1 repair inh: 16%; B2AR arrestin: -1.1%; MLL CXXC-DNA inh: 9%; Integrin act MD: -3%; p53 reactivation: 1%; PTAP TSG101 blk: -1%; TRPV1 ag: -2; BRCA1 expr up: 4%

Results for NC1=NC(=O)C(CC(=O)Nc2ccc3c(c2)OCO3)S1 (stereo not given) ?
TCR activator: -10%; AT treatment: 9%; ELG1 repair inh: -2%; B2AR arrestin: 0.0%; MLL CXXC-DNA inh: 24%; Integrin act MD: 11%; p53 reactivation: 1%; PTAP TSG101 blk: -1%; TRPV1 ag: -5; BRCA1 expr up: -11%

Results for C#CCOCCOCCOCCNc1nc(N2CCN(C(=O)C(Cc3ccc(O)cc3)n3cc(C(N)CC(C)C)nn3)CC2)nc(N2CCN(C(=O)C(Cc3cc4ccccc4[nH]3)n3cc(C(N)Cc4ccc(O)cc4)nn3)CC2)n1 (stereo not given) ?
AT treatment: -6%; ELG1 repair inh: 13%; B2AR arrestin: -0.3%; MLL CXXC-DNA inh: 29%; p53 reactivation: -3%; TRPV1 ag: 1

Results for Cc1c(C2(O)CCCCC2)[nH]c2ccc(C#N)cc12 ?
TCR activator: 8%; AT treatment: 9%; ELG1 repair inh: -17%; B2AR arrestin: -0.2%; Integrin act MD: -29%; p53 reactivation: 4%; PTAP TSG101 blk: -1%; BRCA1 expr up: 0%

What do the screens show for `CCC1=C(OC(=O)N(CC)CC)N2C(=O)OC(=NCCc3c[nH]c4ccccc34)[C@]2(C)[C@H]2C1=CC[C@H]1C(=O)N(CC)C(=O)[C@H]12`?
TCR activator: 3%; AT treatment: -35%; ELG1 repair inh: 17%; B2AR arrestin: -0.8%; MLL CXXC-DNA inh: -3%; Integrin act MD: -24%; p53 reactivation: -2%; TRPV1 ag: 13; BRCA1 expr up: -15%

How did C=Cn1c(C(=O)O)ccc1-c1ccc(CC)cc1 do in these assays?
TCR activator: -2%; AT treatment: 26%; ELG1 repair inh: inconclusive; B2AR arrestin: 0.1%; MLL CXXC-DNA inh: 4%; Integrin act MD: -21%; p53 reactivation: 7%; PTAP TSG101 blk: -3%; TRPV1 ag: 0; BRCA1 expr up: 78%

Results for Cc1ccc(-c2ocnc2C(=O)N2CCOCC2)cc1 ?
TCR activator: 9%; AT treatment: -4%; ELG1 repair inh: 17%; B2AR arrestin: 0.0%; MLL CXXC-DNA inh: -2%; Integrin act MD: -5%; p53 reactivation: -2%; PTAP TSG101 blk: -9%; TRPV1 ag: 0; BRCA1 expr up: -1%

How did COc1cccc(-n2c(N)cc(=O)nc2SCC(=O)N2CCN(c3ccccc3)CC2)c1 do in these assays?
TCR activator: 1%; AT treatment: 1%; ELG1 repair inh: -7%; B2AR arrestin: -0.3%; MLL CXXC-DNA inh: -5%; Integrin act MD: 5%; p53 reactivation: -4%; TRPV1 ag: 5; BRCA1 expr up: -8%

How did Cc1nnc(C)n1N1C(=O)c2cccc3cccc(c23)C1=O do in these assays?
TCR activator: 4%; AT treatment: -8%; ELG1 repair inh: 3%; B2AR arrestin: -0.6%; MLL CXXC-DNA inh: 1%; Integrin act MD: -2%; p53 reactivation: 11%; PTAP TSG101 blk: 1%; TRPV1 ag: -3; BRCA1 expr up: -15%

Results for CCOc1ccc(NC(=O)CN(C)C(=O)CCCOc2ccc(Cl)c(C)c2)cc1OCC ?
TCR activator: -7%; AT treatment: 3%; ELG1 repair inh: inconclusive; B2AR arrestin: -0.2%; MLL CXXC-DNA inh: 27%; Integrin act MD: 2%; p53 reactivation: -34%[inhibitor]; PTAP TSG101 blk: -4%; TRPV1 ag: 17; BRCA1 expr up: -50%

Results for CCn1cc(/C=C/C(=O)Nc2ccn(Cc3c(F)c(F)cc(F)c3F)n2)cn1 ?
TCR activator: -3%[46.1 µM]; AT treatment: 0%; ELG1 repair inh: -19%; B2AR arrestin: -0.7%; MLL CXXC-DNA inh: 8%; Integrin act MD: 12%; p53 reactivation: 5%; PTAP TSG101 blk: -3%; TRPV1 ag: 3; BRCA1 expr up: -20%

Results for c1ccc(CCCc2nc(-c3ccccn3)no2)cc1 ?
TCR activator: 10%; AT treatment: 7%; ELG1 repair inh: inconclusive; B2AR arrestin: -0.2%; MLL CXXC-DNA inh: 14%; Integrin act MD: 2%; PTAP TSG101 blk: -5%; TRPV1 ag: 7; BRCA1 expr up: 7.1µM*

How did COc1ccc(S(=O)(=O)N(CCC(N)=O)Cc2ccco2)cc1OC do in these assays?
TCR activator: -2%; AT treatment: 0%; ELG1 repair inh: 12%; B2AR arrestin: -0.3%; MLL CXXC-DNA inh: -9%; Integrin act MD: 7%; p53 reactivation: -1%; PTAP TSG101 blk: -9%; TRPV1 ag: 0; BRCA1 expr up: 0%

How did Fc1ccccc1Cc1noc(CN(Cc2ccccn2)CC2CCCO2)n1 (stereo not given) do in these assays?
TCR activator: -13%; AT treatment: -2%; ELG1 repair inh: 1%; B2AR arrestin: 0.3%; MLL CXXC-DNA inh: -9%; Integrin act MD: 4%; p53 reactivation: -1%; PTAP TSG101 blk: -1%; TRPV1 ag: 14; BRCA1 expr up: -8%

Results for COCCN1C(=O)c2cc(C(=O)Nc3ccc(C)c(F)c3)ccc2C1Nc1ccc(C)c(F)c1 (stereo not given) ?
TCR activator: 0%; AT treatment: 15%; ELG1 repair inh: inconclusive; B2AR arrestin: -0.1%; MLL CXXC-DNA inh: 9%; Integrin act MD: 3%; p53 reactivation: 7%; PTAP TSG101 blk: -1%; TRPV1 ag: -4; BRCA1 expr up: 1%

What do the screens show for `CC(CN1CCCCC1)OC(=O)COc1ccc(Cl)cc1` (stereo not given)?
TCR activator: 1%; AT treatment: 3%; ELG1 repair inh: 2%; B2AR arrestin: -0.2%; MLL CXXC-DNA inh: 1%; Integrin act MD: 1%; p53 reactivation: 21%; PTAP TSG101 blk: 0%; TRPV1 ag: 5; BRCA1 expr up: 21%

How did CCN(C(=O)COC(=O)CNC(=O)c1ccc(F)cc1)C1CCS(=O)(=O)C1 (stereo not given) do in these assays?
TCR activator: 1%; AT treatment: 2%; ELG1 repair inh: 16%; B2AR arrestin: 0.0%; MLL CXXC-DNA inh: -2%; Integrin act MD: 8%; p53 reactivation: 0%; PTAP TSG101 blk: -3%; TRPV1 ag: -1; BRCA1 expr up: -10%

How did Oc1c(C(c2ccccc2)N2CCOCC2)ccc2ccccc12 (stereo not given) do in these assays?
TCR activator: -8%; Integrin act MD: -37%; PTAP TSG101 blk: 0%; BRCA1 expr up: -3%

What do the screens show for `Cc1cc(C)nc(/N=C2\NC(=O)CC(C(=O)O)N2c2ccc(C)c(C)c2)n1` (stereo not given)?
TCR activator: 7%; AT treatment: 1%; ELG1 repair inh: 3%; B2AR arrestin: -0.4%; MLL CXXC-DNA inh: 0%; Integrin act MD: -8%; p53 reactivation: -1%; PTAP TSG101 blk: -1%; TRPV1 ag: -2; BRCA1 expr up: 0%
